# Bioassay records from PubChem.
# LMPTP block: blocks human LMPTP phosphatase. P24666. recombinant LMPTP-A, OMFP fluorogenic substrate, fluorescence intensity. inhibition, % at 20 µM. 360,000 tested, 0.22% active. AID 651560;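 active = compounds that cut the enzyme signal by at least half of the control window in the single-dose screen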;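 note: plate controls were DMSO wells with enzyme plus substrate for no effect and substrate without enzyme for full effect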
#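 Test system: LMPTP-A phosphatase enzyme; input: 0.625 nM LMPTP-A final; reagent: OMFP substrate, 400 µM final; compound dosing: 20 µM single dose, 3% DMSO; incubation: 50 min dark incubation at room temperature; measured by: endpoint fluorescence intensity from OMFP dephosphorylation; measure: % inhibition relative to no-enzyme and uninhibited control wells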
# Tb MetRS inh: Trypanosoma brucei MetRS inhibition; 360,000 tested, 0.4% active; inhibition, % at 11.9 µM; purified T. brucei MetRS, ATP depletion, Kinase-Glo luminescence; AID 624268;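 active = inhibition above a per-plate cutoff of the control wells' mean inhibition plus 3 SD, cut at about 5.5% in these data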;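 note: 0% = DMSO wells median and 100% = median of wells with control inhibitor compound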
#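 Assay system: T. brucei methionyl-tRNA synthetase, purified | Medium: HEPES buffer with MgCl2, KCl, DTT, spermine, BSA, pyrophosphatase | Compound: 11.9 µM single point | Incubation: 15 min enzyme-compound preincubation, 2 h reaction, 10 min detection, 25 °C | Measured by: Kinase-Glo luciferase luminescence reporting remaining unconsumed ATP | Measure: % inhibition normalized to control-well medians | Replication: Singlicate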
# STEP block: STEP (human) phosphatase inhibition; P54829; recombinant STEP, OMFP fluorogenic substrate, fluorescence; inhibition, % at 20 µM; 360,000 tested, 0.25% active; AID 588621;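 active = inhibition at 20 µM, scaled per plate between control wells, above about 37%, limit read from the data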;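 note: 0% = DMSO with enzyme and substrate and 100% = substrate only without enzyme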
#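 Assay system: isolated STEP enzyme / Timing: 20 min at room temperature, dark / Doses: 20 µM, 1% DMSO / Technique: fluorescence intensity, excitation 480 nm, emission 540 nm / Reagent: fluorogenic phosphatase substrate OMFP at 25 µM final / Measure: percent inhibition scaled to no-enzyme and uninhibited-enzyme controls, plate-pattern corrected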
# Rpn11 inh: Rpn11 (human) deubiquitinase inhibition. AID 588493. O00487. human 26S proteasome, Ub4-pepOG fluorescence polarization; 20S core pre-blocked with epoxomicin. 360,000 tested, 0.59% active. calls only at 20 µM;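 active = inhibition at 20 µM, scaled to each plate's controls, above about 33%, limit read from the data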
# Scp1 inh: Scp-1 (human) phosphatase inhibition. inhibition, % at 20 µM. AID 493091. Recombinant Scp1, phosphopeptide, malachite green phosphate absorbance. Q9GZU7. 340,000 tested, 0.88% active;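 active = inhibition above about 50% at 20 µM, limit read from the data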;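 note: plate controls were DMSO wells with enzyme for no effect and wells lacking enzyme for full effect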
#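 Assay system: SCP-1 catalytic fragment, aa 76-261 | Buffer or medium: Tris acetate buffer pH 5.5 with MgCl2 and Tween-20 | Compound: One concentration, 20 µM, with 1.0% DMSO | Also added: Phospho 17-mer peptide substrate | Signal: Absorbance at 630 nm | Incubation: 45 min enzyme reaction at room temperature | Measure: % inhibition of SCP-1 phosphate liberation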
# SUMO1 PPI mod: modulators of human SUMO1-mediated protein-protein interactions | inhibition, % at 20 µM | P63165 | 360,000 tested, 0.33% active | SUMO1 binding to a labelled peptide, TR-FRET, 1 h | AID 602429; in the data active = inhibition above about 37%
# DNMT1 inh: inhibitors of human DNMT1; P26358; DNMT1 molecular beacon, Hinp1I cleavage, fluorescence; 360,000 tested, 0.83% active; AID 588458; inhibition (reported as % activation of signal), % at 10 µM; in the data active = inhibition above about 50%
# Target sequence (P26358 504-1616 limits assumed): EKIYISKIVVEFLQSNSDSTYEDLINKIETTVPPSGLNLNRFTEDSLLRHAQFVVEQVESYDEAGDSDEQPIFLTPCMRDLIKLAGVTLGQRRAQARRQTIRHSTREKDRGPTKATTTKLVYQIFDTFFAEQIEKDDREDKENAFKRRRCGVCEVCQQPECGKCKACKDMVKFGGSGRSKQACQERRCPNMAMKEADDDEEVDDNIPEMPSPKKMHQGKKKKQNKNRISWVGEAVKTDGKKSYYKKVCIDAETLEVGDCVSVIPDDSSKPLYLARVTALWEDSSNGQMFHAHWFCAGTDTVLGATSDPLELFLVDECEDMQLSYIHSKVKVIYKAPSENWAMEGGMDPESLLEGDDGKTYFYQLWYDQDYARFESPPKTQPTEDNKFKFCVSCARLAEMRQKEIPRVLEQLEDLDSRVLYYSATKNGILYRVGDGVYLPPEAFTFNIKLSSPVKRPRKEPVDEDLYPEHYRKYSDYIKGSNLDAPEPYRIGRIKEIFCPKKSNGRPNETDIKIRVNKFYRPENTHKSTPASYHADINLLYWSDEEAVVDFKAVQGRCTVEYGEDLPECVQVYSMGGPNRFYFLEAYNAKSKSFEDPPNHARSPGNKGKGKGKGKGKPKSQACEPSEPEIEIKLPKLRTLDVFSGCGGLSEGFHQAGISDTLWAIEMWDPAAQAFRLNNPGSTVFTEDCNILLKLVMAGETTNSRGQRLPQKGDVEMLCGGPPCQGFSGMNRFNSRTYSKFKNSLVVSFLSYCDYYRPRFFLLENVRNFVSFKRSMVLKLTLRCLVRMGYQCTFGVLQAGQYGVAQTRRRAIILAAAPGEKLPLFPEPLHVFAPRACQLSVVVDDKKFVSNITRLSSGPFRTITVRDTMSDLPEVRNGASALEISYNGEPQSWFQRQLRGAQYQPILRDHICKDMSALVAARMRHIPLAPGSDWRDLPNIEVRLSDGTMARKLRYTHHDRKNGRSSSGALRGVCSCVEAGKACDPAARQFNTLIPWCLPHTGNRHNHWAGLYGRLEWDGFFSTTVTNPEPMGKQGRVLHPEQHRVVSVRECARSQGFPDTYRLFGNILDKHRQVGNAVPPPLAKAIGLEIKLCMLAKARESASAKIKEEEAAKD
# PABP1 MLLE inh: blocks PAM2 peptide binding to the PABP1 MLLE domain; GST-MLLE / FITC-PAM2 fluorescence polarization; AID 588489; P11940; inhibition, % at 20 µM; 360,000 tested, 0.36% active; in the data active = inhibition above about 35%, passing the limit was not always enough;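 note: plate controls were DMSO wells with GST-MLLE for no effect and wells lacking GST-MLLE protein for full effect; some results filed as inactive read as strong as hits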
# CSN deneddyl inh: inhibitors of human CSN-mediated cullin deneddylation; Purified CSN, SCF-Nedd8-OG deneddylation, fluorescence polarization; inhibition, % at 12.5 µM; 360,000 tested, 0.38% active; AID 651999;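 active = pattern-corrected inhibition above about 35%, with an unprinted fluorescence ratio check between 0.5 and 1.5, limit read from the data, passing the limit was not always enough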;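 note: 0% = enzyme with substrate and 100% = substrate without enzyme; some results filed as inactive read as strong as hits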
#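 Schedule: reaction 90 min, room temperature / Assay system: HEK293T-derived human Csn5 enzyme / Input: Csn5 at 0.24 nM final / Measure: inhibition of Csn5 cleavage, % / Control set: substrate-only high control, full reaction low control / Technique: fluorescence polarization of the substrate / Buffer or medium: Tris/NaCl/DTT buffer, pH 7.5 / Reagent: SCFSkp2-Nedd8OG substrate at 10 nM final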
# NadD inh: NadD (S. aureus) enzyme inhibition; purified NadD enzyme, colorimetric absorbance read-out; inhibition, % at 20 µM; 360,000 tested, 0.78% active; in the data active = inhibition above about 26%; note: some compounds past the cut are filed as inactive
# Active calls of the source: *; i = inactive; . = no result given.
SMILES,LMPTP block,Tb MetRS inh,STEP block,Rpn11 inh,Scp1 inh,SUMO1 PPI mod,DNMT1 inh,PABP1 MLLE inh,CSN deneddyl inh,NadD inh
CC(C)(C)NC(=O)c1ccccc1NC(=O)C1CC(=O)N(C2CCCCC2)C1 (stereo not drawn),-1.0,-0.8,-1,i,-4,5,3,-2,2,-3
COc1cc(CNc2ncnc3c2ncn3[C@H]2CN(Cc3ccc(-c4ccccc4)cc3)C[C@@H](CO)O2)cc(OC)c1OC,3.5,-0.4,-2,i,.,-2,-35,-1,-2,0
O=c1[nH]c(-c2ccccc2F)nc2c1sc(=S)n2Cc1ccccc1,1.3,-0.6,0,i,-3,5,-11,5,4,14
COCC(=O)N1CCCC(C)(C(=O)Nc2cccc(Oc3ccccc3)c2)C1 (stereo not drawn),-2.0,0.1,-2,i,.,-2,-1,2,-4,0
CCCNC(=O)c1ccc2c(=O)c(O)c(-c3ccc(Cl)c([N+](=O)[O-])c3)[nH]c2c1,-1.2,-0.4,1,i,-10,-8,-16,10,-1,14
CCOC(=O)c1c(C)[nH]c(C(=O)OCC(=O)N2CCCC2=O)c1C,-0.1,0.0,3,i,-9,0,-1,7,4,0
CCOc1ccc(OCC)c(NC(=O)CN(c2ccc(C)cc2)S(=O)(=O)c2c(C)noc2C)c1,4.6,0.1,0,i,-10,-1,-4,20,-1,10
Cc1cccc(C)c1NC(=O)Cn1nnc(-c2ccc(N3CCOCC3)cc2)n1,-0.4,-0.2,-2,i,-5,-2,30,-11,5,10
CC(C)C[C@H]1CN([C@@H](CC(C)C)CN2CCC[C@@H]2CN2C(=O)C(=O)NC[C@@H]2Cc2ccccc2)C(=O)C(=O)N1CC1CCCCC1,-0.6,-0.1,-2,i,7,7,11,-10,1,8
O=C(NCc1ccccc1)c1onc(CSc2ccc(F)cc2)c1C(=O)NCCCN1CCOCC1,-0.8,0.0,3,i,-3,6,-1,-6,6,-6
O=C(Nc1ccc([N+](=O)[O-])cc1)c1ccc(S(=O)(=O)N2CCCC2)cc1,-1.0,-0.6,-1,i,-6,2,-2,10,-4,0
Cn1cccc1/C=C1\SC(=S)N(CC(=O)O)C1=O,3.6,-0.6,3,.,6,-33,4,-97,49*,3
CNC(=O)[C@H]1O[C@@H](n2cnc3c(NCc4cccc(I)c4)ncnc32)[C@H](O)[C@@H]1O,1.6,0.9,0,i,-4,0,2,10,0,1
CN(C)c1ccc(C(CNS(=O)(=O)c2ccc([N+](=O)[O-])cc2)N2CCOCC2)cc1 (stereo not drawn),0.0,-0.3,2,i,-9,-36,1,3,-1,-2
COc1ccc(CNc2nc(-c3ccccc3)nn2C(=O)c2ccc([N+](=O)[O-])cc2)cc1,-1.7,-0.1,-1,i,-11,-20,-5,15,-8,-3
CCCc1[nH]nc2c1C(c1cccc(OC(=O)c3ccco3)c1)C(C#N)=C(N)O2 (stereo not drawn),-0.5,0.2,-6,i,4,6,-7,1,-1,-2
Cc1ccc(NC(=O)C(=O)NCC2CCCN2S(=O)(=O)c2cccs2)c(C)c1 (stereo not drawn),1.7,-0.4,1,i,2,-2,2,7,1,-8
C/C(=N\NC(=O)c1c(C)nc2ccccn12)c1ccc(O)cc1O,-1.1,0.2,-2,i,-15,2,2,-24,3,-7
COc1ccc(-c2n[nH]c3c2CN(C(=O)c2ccc(OC)c(OC)c2)CC3)cc1,-1.6,-0.1,1,i,-5,5,0,13,2,2
COc1ccccc1NC(=O)c1ccc2nc(-c3ccccc3)c(-c3ccccc3)nc2c1,-1.5,-0.8,-1,i,-21,-3,5,4,3,17

# Single records (already shown).
# O=c1[nH]c(-c2ccccc2F)nc2c1sc(=S)n2Cc1ccccc1 as listed: LMPTP block = 1.3; Tb MetRS inh = -0.6; STEP block = 0; Rpn11 inh = i; Scp1 inh = -3; SUMO1 PPI mod = 5; DNMT1 inh = -11; PABP1 MLLE inh = 5; CSN deneddyl inh = 4; NadD inh = 14
# O=C(NCc1ccccc1)c1onc(CSc2ccc(F)cc2)c1C(=O)NCCCN1CCOCC1 as listed: LMPTP block = -0.8; Tb MetRS inh = 0.0; STEP block = 3; Rpn11 inh = i; Scp1 inh = -3; SUMO1 PPI mod = 6; DNMT1 inh = -1; PABP1 MLLE inh = -6; CSN deneddyl inh = 6; NadD inh = -6

# (list continues)
SMILES,LMPTP block,Tb MetRS inh,STEP block,Rpn11 inh,Scp1 inh,SUMO1 PPI mod,DNMT1 inh,PABP1 MLLE inh,CSN deneddyl inh,NadD inh
OC(c1ccccc1)c1nc(-c2csc3ccccc23)cs1 (stereo not drawn),1.3,0.0,-1,i,.,-4,8,1,-3,-4
Nc1ncnc2c1ncn2[C@@H]1O[C@H](C(=O)N2CCC[C@@H]2C(=O)OCc2ccccc2)[C@@H](O)[C@H]1O,-2.2,-1.1,-2,i,.,0,6,-10,-3,-2
CC(C)CCn1c(=O)c2ccccc2n2c(CN(C)Cc3ccccc3)nnc12,-0.5,-0.7,2,i,-2,2,-4,-8,1,-3
Cc1ccccc1C#CC1=CC(=O)CC(C)(C)C1,2.2,-0.6,0,i,.,-14,24,-4,-4,6
CCN(CC)C(=O)C1=C(C)N(CCC2=CCCCC2)C(=O)C(CC(=O)NCCc2ccccn2)C1 (stereo not drawn),-1.7,-1.4,1,i,.,10,9,7,-1,5
CC1=N/C(=C\c2ccc([N+](=O)[O-])cc2)C(=O)N1c1cc(Cl)ccc1C,-0.7,0.5,2,i,-4,-13,1,-3,-1,-3
O=C(CSc1n[nH]c(=O)[nH]c1=O)Nc1ccc2c(c1)C(=O)c1ccccc1C2=O,69*,0.6,88*,i,82*,96*,45,13,48*,54*
O=C(COC(=O)/C=C/c1cccc(Cl)c1)Nc1ccc2[nH]c(=O)[nH]c2c1,0.2,0.1,-1,i,-1,3,16,-61,-2,3
Cc1ccc(-c2noc(CN(C(=O)Cc3ccccc3)C(C)C)n2)cc1,0.8,-0.3,13,i,9,0,-2,-15,4,-10
O=S(=O)(NC(=S)NC1CCCCC1)c1ccccc1,-1.9,-1.6,-3,i,-7,-2,4,37*,3,-6
O=C(c1ccccn1)c1conc1C(=O)c1ccc(Br)cc1,1.4,0.6,-1,i,-10,-5,-12,4,2,-4
CCC(=O)c1ccccc1OCCCCn1cncn1,-1.8,-1.1,2,i,-4,3,-1,5,0,-1
O=C(COc1ccc(S(=O)(=O)NC2CCCC2)cc1)N1CCCCCC1,-2.4,-0.5,1,i,-5,0,5,5,-2,5
CC(=O)c1cnc(-c2cccc(Cl)c2)s1,-0.2,0.3,2,i,-5,-23,0,12,-1,2
O=C(NCc1ccccc1F)C1CCCN1C(=O)Nc1cccc(F)c1 (stereo not drawn),-3.3,-0.4,0,i,-2,0,1,0,2,-3
CN(C)c1ccc(N2C(=NC(=O)C3CCCO3)SC3CS(=O)(=O)CC32)cc1 (stereo not drawn),0.7,-0.5,1,i,-3,-3,-3,-8,0,5
CCOC(=O)Cn1cc(C(=O)c2ccco2)c2ccccc21,-1.4,-0.8,-1,i,-5,-1,4,0,-2,-2
Cc1ccc2nc(NC(=O)CCNS(=O)(=O)c3cccs3)sc2c1,0.7,-0.8,-4,i,-2,6,-5,-9,2,2
O=C(Nc1nc2ccccc2[nH]1)c1ccc(OC(F)F)cc1,-0.5,-0.7,1,i,-5,10,0,-1,-1,3
Cc1cc(-c2nnc(CCC(=O)NCc3ccc(F)c(F)c3)o2)no1,0.0,1.0,2,i,-1,2,-6,0,6,-3
CCCSc1nnc(CSc2nc3ccccc3s2)n1-c1ccccc1,1.6,-0.9,4,i,3,-1,-4,3,-1,2
Cc1cccc[n+]1CC(=O)c1ccc([N+](=O)[O-])cc1,-2.5,0.0,-2,i,-7,-23,1,-6,1,-8
Cc1nn(C(C)(C)C)c(OC(=O)c2ccc3c(c2)OCO3)c1Sc1ccccc1,3.4,-0.4,4,i,-3,-2,1,22,-3,-13
Cc1cc(C(=O)COC(=O)c2cccnc2Cl)c(C)n1CC1CCCO1 (stereo not drawn),0.3,-0.3,2,i,-14,3,-3,8,4,-4
Cc1ccc(-c2nn(C)c(=O)c3ccccc23)cc1CN1CCOCC1,1.5,0.7,0,i,-9,-1,1,1,-2,-4
O=C(NNC(=O)C1CC1)Nc1ccc(Cl)cc1,0.1,-0.1,-2,i,-5,1,0,2,-1,-5
COc1ccccc1OCCC(=O)OCC(=O)Nc1ccc(Br)cc1,0.3,0.4,-4,i,-4,-2,0,-1,9,-5
Cc1ccc(N2CC(C(=O)N(C)CC(=O)Nc3ccc(Cl)c(C(F)(F)F)c3)CC2=O)cc1 (stereo not drawn),3.6,-0.1,-1,i,-12,6,-1,-22,3,-8
O=C(NCc1cccc(C(F)(F)F)c1)c1cc(Cl)ccc1Cl,1.8,-0.6,1,i,-7,0,3,2,-3,-3
O=C(Nn1c(O)c(C=C2N=c3ccccc3=N2)sc1=S)c1ccccc1Cl,5.0,-11,-2,i,-5,7,-2,-23,-2,-1
COc1ccc(N/C=C/C(=C(C#N)C#N)N(C)C)cc1,1.9,-0.4,-2,i,-4,-1,1,-4,-5,-6
CCOc1ccc(N2C(=O)c3cccnc3C2=O)cc1,-0.4,-0.1,-1,i,0,-8,-1,-1,0,-3
Cc1nn(-c2ccc(F)cc2)c(C)c1CN1CCN(Cc2ccccc2)C(CCO)C1 (stereo not drawn),0.0,-0.5,1,i,4,-3,-1,-2,7,-4
CC1=CCC2C(=O)N(c3nc(C)cc(C)n3)C(=O)C2C1 (stereo not drawn),-1.1,-0.6,-3,i,-1,-5,2,10,0,-5
COc1ccc(-c2cccc(NC(=O)c3cccs3)c2)nn1,0.4,0.4,3,i,-6,8,2,-2,1,1

# NadD inh: entries above that show a hit.
SMILES	LMPTP block	STEP block	Rpn11 inh	Scp1 inh	SUMO1 PPI mod	DNMT1 inh	PABP1 MLLE inh	CSN deneddyl inh	NadD inh
O=C(CSc1n[nH]c(=O)[nH]c1=O)Nc1ccc2c(c1)C(=O)c1ccccc1C2=O	69*	88*	i	82*	96*	45	13	48*	54*
